# TGFb inhibitor: TGF-b pathway inhibition. HepG2 CAGA-GFP TGF-b/SMAD3 reporter, GFP fluorescence, 18 h; TGF-beta stimulated, 500 pg/mL final. AID 588855. 1.2% of 410,000 active. Potency, µM (highest dose often 46.1 µM), for inactives: at the top dose activity, negative = inhibition, actives largely listed as inhibitors; further: potency means the concentration at half of the fitted maximal effect; on the % scale 0 is the no-effect control and ±100 the full control effect; nearly all actives have a fitted effect of over 65% in size
#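 Cell-based qHTS in HEPG2 carrying a CAGA-GFP Smad reporter; compounds added before 500 pg/mL final TGF-beta, 18 h incubation at 37 degrees C, GFP fluorescence quantified per cell by imaging cytometry.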
# EPAC2 ag: agonists of human EPAC2 (RAPGEF4) | EPAC2 activation, biochemical qHTS; response scale: 100% = 6.5 mM cAMP response | AID 720711 | Q8WZA2 | 0.079% of 360,000 active | Potency, µM (highest dose often 154 µM), for the others: top-dose activation, hits mostly activators; further: potency means the concentration at half of the fitted maximal effect; nearly all actives have a fitted effect of over 50% in size
# Target sequence (Q8WZA2 whole entry, looked up): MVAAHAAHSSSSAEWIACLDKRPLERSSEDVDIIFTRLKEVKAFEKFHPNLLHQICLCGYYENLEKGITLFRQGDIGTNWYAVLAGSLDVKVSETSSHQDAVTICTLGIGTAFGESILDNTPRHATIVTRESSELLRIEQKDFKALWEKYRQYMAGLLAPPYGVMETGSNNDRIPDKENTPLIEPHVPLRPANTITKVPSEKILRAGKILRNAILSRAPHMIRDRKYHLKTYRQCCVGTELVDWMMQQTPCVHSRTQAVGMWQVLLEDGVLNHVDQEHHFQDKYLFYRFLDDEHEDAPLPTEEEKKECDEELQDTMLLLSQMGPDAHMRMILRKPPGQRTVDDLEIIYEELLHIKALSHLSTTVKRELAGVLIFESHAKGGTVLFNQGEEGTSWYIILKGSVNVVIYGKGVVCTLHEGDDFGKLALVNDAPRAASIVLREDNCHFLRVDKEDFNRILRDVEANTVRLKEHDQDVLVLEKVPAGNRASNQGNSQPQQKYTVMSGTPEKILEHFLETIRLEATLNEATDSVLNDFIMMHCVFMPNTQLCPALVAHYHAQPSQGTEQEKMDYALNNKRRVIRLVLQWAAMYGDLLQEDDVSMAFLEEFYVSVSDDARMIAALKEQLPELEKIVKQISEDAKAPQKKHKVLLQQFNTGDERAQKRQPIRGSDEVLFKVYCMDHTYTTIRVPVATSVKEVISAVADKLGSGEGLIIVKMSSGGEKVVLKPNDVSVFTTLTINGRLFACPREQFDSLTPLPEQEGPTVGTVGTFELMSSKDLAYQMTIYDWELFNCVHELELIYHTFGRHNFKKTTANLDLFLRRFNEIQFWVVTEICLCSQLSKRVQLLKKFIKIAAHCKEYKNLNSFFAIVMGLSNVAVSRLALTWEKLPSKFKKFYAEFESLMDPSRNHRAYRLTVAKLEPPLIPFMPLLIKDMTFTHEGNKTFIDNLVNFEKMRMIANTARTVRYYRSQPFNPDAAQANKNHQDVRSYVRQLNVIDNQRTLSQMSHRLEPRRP
#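 Each well held 100 nM EPAC2, 250 nM RAP1B-BODIPY-GDP and 50 uM GDP. Fluorescence, read at 5-min intervals to 30 min, was referenced to a 6.5 mM cAMP positive control.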
# HepG2 viability: kills HepG2 cells in TGF-b inhibitor counter-screen; HepG2 CAGA-GFP viability, ATP luminescence, 18 h; Potency, µM (doses to about 46.1 µM), inactives show at the highest dose activity change, negative = cytotoxicity, most hits filed as cytotoxic; 0.76% of 410,000 active; AID 588856; further: potency means the concentration at half of the fitted maximal effect; some results filed as inactive show a strong effect at the top dose
#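 CellTiter-Glo luminescence gave cytotoxicity after 18 hours at 37 degrees C. The cells were HepG2 CAGA-GFP in 1% FBS DMEM, stimulated with 500 pg/mL TGF-beta after compound addition. %Activity was normalised to no-cell wells (complete cell-killing) and DMSO (no toxicity), and curves were fitted and classified.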
# IL2 activator: activators of IL-2; IL-2 activation reporter assay, cell-based qHTS; stimulated with anti-CD3/CD4/CD28 beads; in transgenic mouse T cells; activation, % (series mostly up to about 46 µM); 0.065% of 360,000 active; AID 652025; in the data active means activation above about 50%; inconclusive means mostly about 30% to 49%; further: 0% is about no effect
#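 Readout is EGFP and DsRed signal by fluorescent plate cytometry after 18 h at 37 degrees C. Transgenic mouse T cells (750/well) received compound for 60 min before bead stimulation (anti-CD3, anti-CD4, anti-CD28); memory T cells served as non-tolerant control.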
# Nrf2 ARE act: activates Nrf2 signaling; AREc32 ARE-luciferase reporter (MCF7-derived line), luminescence, 24 h; Potency, µM (series often up to 46.1 µM), for inactives: at the top dose activation, hits mostly activators; 0.31% of 410,000 active; further: potency means the concentration at half of the fitted maximal effect; % of control where 0% means no effect; nearly all actives have a fitted effect of over 65% in size
#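 Luciferase luminescence (Steady-Glo, 30 min at room temperature) served as the read-out of ARE activation in AREc32 cells treated with compounds for 24 hr at 37 deg C.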
# A549 viability: counter-screen for Nrf2 inhibitors: cytotoxicity in A549 cells; A549 ARE-Fluc cells, CellTiter-Fluor viability, 18-24 h; Potency, µM (highest dose often 46 µM), for the others: at the top dose activity change, negative = cytotoxicity, hits mostly inhibitors; 0.16% of 390,000 active; further: potency means the concentration at half of the fitted maximal effect; on the % scale 0 is the no-effect control and ±100 the full control effect
#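 A549 ARE-Fluc cells in 5% FBS OPTI-MEM, 5000 cells/well, rested 2 h then exposed to compounds in concentration-response for 18-24 h at 37 °C. Viability by CellTiter-Fluor fluorescence (Ex 405/Em 525) after 30 min; luciferase luminescence (BugLite, 15 min, RT) read afterwards.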
# ATXN viability: cell viability loss in ATXN counter-screen; S2 cells (HEK-293 line with an ATXN2-luciferase reporter) viability, CellTiter-Fluor protease fluorescence, 24 h; Potency, µM (series often up to 56.7 µM), most hits filed as cytotoxic; 0.49% of 400,000 active; AID 651635; further: potency means the concentration at half of the fitted maximal effect; nearly all actives have a fitted effect of over 40% in size
# ATXN2 expr inh: inhibitors of ATXN2 expression. Potency, µM (titrated, usually from 57 µM), for the others: top-dose activity change, negative = inhibition, hits mostly inhibitors. AID 1745845. 0.72% of 360,000 active. HEK-293 ATXN2-luciferase reporter, luminescence, 24 h; further: potency means the concentration at half of the fitted maximal effect; on the % scale 0 is the no-effect control and ±100 the full control effect; nearly all actives have a fitted effect of over 55% in size
#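 qHTS (up to 57 uM final) was run with 24 h compound exposure of reporter cells at 37 °C. Each well was multiplexed: SteadyGlo luminescence measured ATXN2-luciferase expression after a fluorogenic Gly-Phe-AFC viability readout (25 uM final).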
# Nrf2 block: blocks Nrf2 signaling; A549 ARE-Fluc reporter, luciferase luminescence, 18-24 h; AID 504444; Potency, µM (titrated, usually from 46 µM), for inactives: at the top dose activity change, negative = inhibition, actives largely listed as inhibitors; 2.1% of 360,000 active; further: potency means the concentration at half of the fitted maximal effect; on the % scale 0 is the no-effect control and ±100 the full control effect; nearly all actives have a fitted effect of over 60% in size
#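 Reporter: ARE-Fluc in A549. Exposure: 18-24 h, 37 °C, 5% CO2, 5% FBS OPTI-MEM. Readouts: fluorescent cytotoxicity (CellTiter-Fluor), then luminescent Nrf2 signal after BugLite.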
# The depositor's hits bear a star; i = inactive; ? = inconclusive; / = no result given; [ ] = dose if it differs, or a comment. Unless noted, the call rests on the fitted dose curve; in most records, active means well fitted curve in the direction sought with a large enough effect; inconclusive means small, poorly fitted or top-dose-only effect, or another doubt; inactive means no such curve, though single readings can be large; an effect the other way counts as inactive or inconclusive. Compounds as they come; 4.3% or so of the library scored in one or more.
No.	structure	Nrf2 block	HepG2 viability	ATXN2 expr inh	ATXN viability	IL2 activator
1	COc1ccc(C)cc1NC(=O)CSc1nc2ccccc2nc1N1CCOCC1	-21%	-5%	31%	i	/
2	CC(NC(=O)Nc1ccccn1)N1C(=O)C2C3C=CC(C3)C2C1=O (configuration not stated)	1%	-20%	-9%	i	0.3
3	CCCCCSc1nnc2c(n1)OC(C)N(C(C)=O)c1ccccc1-2 (configuration not stated)	2%	-4%	-20%	i	-0.3
4	Cc1cccc(-c2nc(N)nc(N)n2)c1	?	3%	34%	?	1.1
5	COc1ccc(NS(=O)(=O)c2ccc(S(=O)(=O)N3CCOCC3)cc2)cc1	?	1%	-24%	i	0.1
6	COc1ccc(-c2sc3ccccc3c2-c2cc(OC)ccc2C=O)cc1	/	/	-26%	?	0.9
7	COc1ccc(/C=N/NC(=O)CC(=O)NC2CCCCC2)cc1	-8%	1%	-29%[11.3 µM]	i	-0.5
8	Cc1nnc(SCc2c(Cl)cccc2[N+](=O)[O-])s1	-8%	6%	-11%	i	-2.0
9	CN(C)C=NC1=NN(c2cccc(C(F)(F)F)c2)CC1	-7%	-28%	20%	i	0.0
10	O=C(c1ccccc1)c1cccn1CC(=O)N1CCc2ccccc2C1	10%	0%	3%[11.3 µM]	i	0.5
11	O=C(COC(=O)C1(c2ccccc2F)CCCC1)NC1CCS(=O)(=O)C1 (configuration not stated)	9%	6%	-8%	i	-0.2
12	O=C(COc1ccccc1)Nc1nc2cc3c(cc2s1)OCO3	0%	-41%	-5%	i	-0.5
13	CC(=O)c1ccc(N2CCN(C(=S)Nc3ccc(Oc4ccccc4)cc3)CC2)cc1	6.5µM*	-21%	?	i	-0.1
14	Cc1ccc(C)c(CN2CCC(CNC(=O)CCc3nnc4ccc(N5CCC(C)CC5)nn34)CC2)c1	25%	-46%	/	i	0.1
15	O=C(C(c1ccccc1)c1ccccc1)N1CCC(c2nc(-c3ccccc3Cl)no2)CC1	/	-30%	-16%	i	0.5

No.	Nrf2 ARE act	EPAC2 ag	A549 viability	TGFb inhibitor
1	8.5%	/	-7%	29%
2	0.7%	4%	-3%	5%
3	-0.3%	15%	1%	-2%
4	-0.1%	1%	1%	10%
5	-0.1%	9%	0%	-1%
6	1.0%	0%	/	/
7	-0.5%	21%	6%	1%
8	0.1%	10%	1%	16%
9	2.6%	-1%	-4%	-2%
10	-0.5%	-6%	-3%	-20%
11	-0.1%	13%	0%	10%
12	0.0%	-7%	-4%	?
13	1.7%	14%	?	?
14	-0.6%	2%	14%	?
15	5.4%	-3%	-1%	-13%

# Additional records:
No.	structure	Nrf2 block	HepG2 viability	ATXN2 expr inh	ATXN viability	IL2 activator
16	CN(C)CCCN(Cc1cc2cc3c(cc2[nH]c1=O)OCO3)C(=S)Nc1cccc(Cl)c1	-21%	-37%	-27%	i	-1.0
17	CC(Oc1ccc(Cl)cc1Cl)C(=O)NCCCN1CCOCC1 (configuration not stated)	6%	-33%	3%	i	-2.7
18	CCOc1ccc(C(c2c(O)cc(C)n(CCOC)c2=O)N2CCN(c3ccccc3)CC2)cc1 (configuration not stated)	/	0%	/	/	/
19	COc1ccc(C)cc1S(=O)(=O)Nc1cccc(C)c1	-12%	-4%	16%	i	-0.7
20	COc1ccc(NC(=O)C2CCCN(c3nn4c(=O)cc(C)nc4s3)C2)c(OC)c1 (configuration not stated)	1%	2%	8%	i	-2.7
21	CCOC(=O)NC(Nc1ccc(OC)cc1)(C(F)(F)F)C(F)(F)F	18%	-13%	-20%	i	-5.5
22	COc1ccccc1CC(=O)O/N=C(\N)Cc1cccc2ccccc12	1%	-24%	-5%	i	-0.8
23	Cc1cc(C)nc(CCNC(=O)c2cc(COc3ccccc3)on2)n1	?	9%	32%[activator]	i	0.3
24	O=C(NCc1ccccn1)Nc1ccc(Br)cc1Cl	2%	-3%	19%	i	0.9
25	Cc1ccc(C)c(NC(=O)CCCN2C(=O)C(c3ccccc3)Oc3cccnc32)c1 (configuration not stated)	-16%	-18%	-10%	i	/
26	CC(C)=C(NC(=O)c1ccccc1)C(=O)NCc1ccccc1	11%	-9%	15%	i	-2.5
27	COc1ccc(CN(C)C(=O)C2CC(=O)N(c3ccc4c(c3)OCCO4)C2)cc1 (configuration not stated)	/	-11%	/	i	-0.1
28	COc1ccc(/C=N/NC(=O)COc2cc(C)cc(C)c2)cc1COC(C)=O	10%	-10%	-16%	i	-0.1
29	COC(=O)c1cccc(C23CC4(C2)[C@H](CN(Cc2ccc(-c5ccccc5)cc2)[C@@H]4c2ccccc2)C3c2ccccc2)c1 (some centres not stated)	-3%	-21%	-1%	i	0.1
30	CCC(=O)N1CCc2cc(S(=O)(=O)N3CCN(C(=O)c4ccco4)CC3)ccc21	?	20%	-7%	i	0.1

No.	Nrf2 ARE act	EPAC2 ag	A549 viability	TGFb inhibitor
16	5.8%	13%	0%	?
17	-0.6%	0%	-11%	-20%
18	-0.9%	/	-3%	38%[activator]
19	0.4%	4%	-4%	2%
20	-0.6%	-3%	0%	5%
21	1.4%	21%	-8%	?
22	3.1%	5%	/	?
23	3.2%	-2%	2%	0%
24	1.7%	-1%	7%	4%
25	-0.5%	/	1%	4%
26	0.4%	-1%	13%	-1%
27	-0.3%	2%	/	3%
28	1.6%	-4%	-2%	29%
29	0.8%	1%	-2%	-20%
30	-0.3%	0%	4%	-23%

# (more compounds)
No.	structure	Nrf2 block	HepG2 viability	ATXN2 expr inh	ATXN viability	IL2 activator
31	CC(C)S(=O)(=O)c1csc(NC(=O)Nc2cccc([N+](=O)[O-])c2)c1Cl	?	-15%	/	?	-0.4
32	COC(=O)c1cc2n(n1)CCCNC2=O	3%	-8%	/	i	0.6
33	CCOC(=O)Cc1cc(=O)[nH]c(/N=C(\N)Nc2ccc(C)cc2C)n1	-20%	-5%	-1%	i	-2.5
34	Cn1nc(C(F)(F)F)c2cc(C(=O)Nc3ccc(F)cc3)sc21	?	-50%	?	i	-2.0
35	O=C(NNC(=O)c1ccccc1OCc1ccccc1)c1ccccc1F	?	3%	36%[activator]	?	0.1
36	COCCNC(=S)NN=C1CCCCCC1	9%	-19%	-1%	?	-0.9
37	CCOC(=O)c1sc(NC(=O)c2cc(-c3cccc(O)c3)on2)c(C(=O)OCC)c1C	7%	5%	3%	i	-2.3
38	Cc1cc2c(c(=O)o1)C(C13C=CC(CC1)C3)C(C#N)=C(N)O2 (configuration not stated)	/	-1%	2%	i	-2.3
39	CCCc1cc2c(c(NC(C)=O)n1)c(=O)oc1ccccc12	0%	-12%	-3%	i	-0.1
40	COc1cc2nc(C3CCC3)nc(N3CCN(c4ccccc4OC)CC3)c2cc1OC	18µM*	-130%	-19%	?	-0.7
41	CCc1ccc(NC(=O)CSC2=Nc3ccccc3C3=NC(CC(=O)NC4CCCCC4)C(=O)N23)cc1 (configuration not stated)	/	-32%	/	/	/
42	O=C(/C=C/c1ccccc1)Nc1cc(C(=O)O)cc(C(=O)O)c1	12%	4%	-2%	i	2.4
43	CC(C)(C)C(=O)CSc1nnc(Nc2ccccc2)s1	?	-3%	17%	i	0.2
44	CC(C)(C)C1COc2ccccc2N1C(=O)c1cccc(Cl)c1 (configuration not stated)	-11%	-42%	-1%	i	-2.7
45	Cc1nonc1NC(=O)CSc1nc2ccccc2[nH]1	6%	-7%	7%	i	-4.8

No.	Nrf2 ARE act	EPAC2 ag	A549 viability	TGFb inhibitor
31	18%	1%	-30%	-16%
32	-0.1%	6%	-1%	0%
33	4.4%	-6%	-2%	-6%
34	-0.4%	11%	?	-9%
35	?	11%	2%	9%
36	8.0%	5%	4%	-25%
37	-0.9%	7%	-2%	8%
38	-0.1%	6%	-9%	21%
39	4.2%	11%	?	-6%
40	-1.8%	5%	?	?
41	-1.0%	/	6%	-8%
42	0.2%	9%	-2%	6%
43	3.1%	-1%	3%	1%
44	1.0%	3%	-2%	-18%
45	0.1%	14%	4%	-7%

# New compounds follow:
No.	structure	Nrf2 block	HepG2 viability	ATXN2 expr inh	ATXN viability	IL2 activator
46	O=C(CSc1cccc[n+]1[O-])c1ccc(Cl)cc1	5%	-10%	5%	i	-2.0
47	O=C1CC(c2cccc(Cl)c2)CC(O)=C1C=Nc1cccc(Cl)c1 (configuration not stated)	0%	27%	1%	i	-0.3
48	O=C1c2ccccc2C(=O)N1Cc1nn2c(-c3ccc(Cl)cc3)nnc2s1	-9%	-24%	5%	i	-0.7
49	CC(C)Cc1nc(Cl)c(C#N)c2c1CCCC2	-4%	6%	4%	i	-0.3

No.	Nrf2 ARE act	EPAC2 ag	A549 viability	TGFb inhibitor
46	11%	0%	-4%	-7%
47	0.2%	4%	1%	-3%
48	-0.7%	-1%	-3%	-1%
49	0.1%	7%	1%	1%

# Four entries from above, set out differently:
entry | molecule | Nrf2 block | HepG2 viability | ATXN2 expr inh | ATXN viability | IL2 activator | Nrf2 ARE act | EPAC2 ag | A549 viability | TGFb inhibitor
46 | O=C(CSc1cccc[n+]1[O-])c1ccc(Cl)cc1 | 5% | -10% | 5% | i | -2.0 | 11% | 0% | -4% | -7%
48 | O=C1c2ccccc2C(=O)N1Cc1nn2c(-c3ccc(Cl)cc3)nnc2s1 | -9% | -24% | 5% | i | -0.7 | -0.7% | -1% | -3% | -1%
49 | CC(C)Cc1nc(Cl)c(C#N)c2c1CCCC2 | -4% | 6% | 4% | i | -0.3 | 0.1% | 7% | 1% | 1%
47 | O=C1CC(c2cccc(Cl)c2)CC(O)=C1C=Nc1cccc(Cl)c1 (configuration not stated) | 0% | 27% | 1% | i | -0.3 | 0.2% | 4% | 1% | -3%

# From PubChem
